# Peg3 prom inh: Peg3 promoter-driven luciferase inhibitors, primary screen, cell-based, HeLa, luciferase luminescence | AID 588405, 2011 | HeLa PEG-Prom luciferase reporter, overnight | 1.7% of 360,000 active | inhibition, % at 20 µM;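 active = inhibition of at least 50% at 20 µM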
# C8 TRAIL sens: viability loss with TRAIL in NB7+C8 cells, primary screen, TRAIL sensitizer project, cell-based, ATPlite luminescence; inhibition (viability loss, TRAIL sensitization), % at 10 µM; 1% of 360,000 active; AID 624354, 2012;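 active = compounds causing at least 50% loss of cell viability in the single-dose screen, relative to plate controls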
# CF NFkB inh: inhibitors of PAF-induced NF-kB signaling, primary screen, cell-based, GFP fluorescence, uHTS; AID 588850, 2011; 0.86% of 360,000 active; KKLEB NF-kB-GFP reporter, GFP fluorescence overnight; inhibition, % at 5 µM;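 active = at least 50% inhibition at 5 µM, scaled per plate between neutral and stimulator controls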;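 note: PAF is a Pseudomonas aeruginosa culture filtrate used as stimulus; plate controls were PAF-stimulated DMSO wells for no effect and unstimulated DMSO wells for full effect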
# Shn3 inh set2: reduction of Shn3 3'UTR firefly luciferase signal, primary screen, Schnurri-3 inhibitor project, cell-based, Clone20 osteoblasts, set 2; Clone20 osteoblast Shn3 3'UTR firefly luciferase, 24 h; inhibition, % at 12.5 µM; 0.52% of 360,000 active; AID 588674, 2011;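 active = mean inhibition of at least 75% with every replicate also reaching 75%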;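 note: 0% = median of neutral control wells and 100% = pilot-screen positive control compound; some compounds past the cut are filed as inactive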
# NR2E3 ag-1: inhibitors of NR2E3-RetCOR corepressor binding, primary screen, NR2E3 agonist project, biochemical, TR-FRET, GST-NR2E3, biotin-RetCOR; Photoreceptor-specific nuclear receptor (Homo sapiens), Q9Y5X4; 1536-well; inhibition of corepressor binding, % at 4.78 µM; 0.12% of 320,000 active; AID 2300, 2010;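 active = percent inhibition above the cutoff of mean plus 3 SD of all tested compounds, set per screening campaign, cut at about 20% in these data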;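 note: 0% = DMSO wells and 100% = biotin wells as full block of FRET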
# Target sequence (Q9Y5X4 whole entry, looked up): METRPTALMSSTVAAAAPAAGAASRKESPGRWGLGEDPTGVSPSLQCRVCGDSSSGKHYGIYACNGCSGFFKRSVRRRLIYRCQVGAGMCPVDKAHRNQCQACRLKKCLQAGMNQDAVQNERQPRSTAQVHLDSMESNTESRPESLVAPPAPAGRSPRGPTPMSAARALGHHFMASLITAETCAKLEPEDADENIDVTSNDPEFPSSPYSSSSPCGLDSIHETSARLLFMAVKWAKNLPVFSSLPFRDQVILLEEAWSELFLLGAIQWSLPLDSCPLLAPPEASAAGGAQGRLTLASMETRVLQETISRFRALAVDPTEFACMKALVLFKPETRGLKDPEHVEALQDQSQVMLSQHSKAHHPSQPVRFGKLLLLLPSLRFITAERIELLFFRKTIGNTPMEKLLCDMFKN
#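 Assay system: NR2E3–RetCOR corepressor complex. Quantity: 1.35 nM GST-NR2E3. Buffer or medium: pH 7.5 Tris-based buffer. Reagent: biotinylated RetCOR corepressor at 7 nM final. Schedule: 5 h at 4 °C. Detection: TR-FRET, emission read at 617 and 671 nm. Replicates: one well per compound, singlicate testing.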
# HIF-2a block: HIF-2a reporter inhibitors, primary screen, luminescence, 786-0 RCC cells | 786-0 RCC cells HIF-2a reporter, luciferase luminescence, overnight | inhibition, % at 18.8 µM | 0.72% of 360,000 active | AID 624352, 2012;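 active = inhibition of the luminescence signal of 40% or more relative to plate controls, in a single-dose primary screen at 18.75 µM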
# TRPM1 prom inh: inhibitors of MITF-dependent TRPM1 promoter reporter, primary screen, cell-based, SK-MEL-5, single point, luciferase; SK-MEL-5 TRPM1 promoter luciferase, 24 h; inhibition, % at 12.5 µM; 0.83% of 330,000 active; AID 488899, 2010;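 active = mean inhibition across replicates of 60% or more, whatever share of single replicates reaches that level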; note: values of inactives mirror those of a sister screen read the other way
# TROY NFkB inh: inhibitors of TROY-driven NF-kB signaling, primary screen, Q293 LMP1-TROYcd cells, NF-kB luciferase, uHTS | Q293 LMP1-TROYcd NF-kB luciferase reporter, 4 h | inhibition, % at 10 µM | AID 1347056, 2019 | 0.98% of 360,000 active;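 active = compounds whose plate-normalised and pattern-corrected inhibition of the luciferase reporter signal at the single screening dose is 50% or more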
# KKLEB cytotox: cytotoxicity in KKLEB CF airway cells, primary screen, cytotoxicity control for CF NF-kB inhibitor project, cell-based, uHTS, fluorescence assay plates | KKLEB CF airway cells viability, ATPlite luminescence, overnight; hits give low values; cells stimulated with P. aeruginosa culture filtrate | 0.36% of 360,000 active | AID 602141, 2011 | activity change (cytotoxicity), % at 5 µM;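 active = corrected activity change at or below -50% at 5 µM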
# TWEAK Fn14 block: inhibitors of TWEAK-Fn14 signaling, primary screen, luciferase reporter cells, uHTS; AID 1159606, 2016; 2% of 360,000 active; TWEAK-stimulated Fn14 reporter cells, luciferase luminescence, 8 h; inhibition, % at 10 µM; in the data active = inhibition above about 50%
# NR2E3 ag-2: NR2E3 agonists in two-hybrid cells, primary screen, cell-based, luminescence, CHO-S, Gal4-NCOR/VP16-NR2E3. Photoreceptor-specific nuclear receptor (Homo sapiens), Q9Y5X4. luciferase. inhibition of corepressor binding, % at 3.98 µM. 0.35% of 360,000 active. AID 602229, 2012;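 active = inhibition above the mean of all tested compounds plus 3 SD, cut at about 70% in these data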;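 note: 0% = DMSO with NR2E3 transfected cells and 100% = cells lacking NR2E3 construct; higher means lower luciferase signal from less NR2E3 corepressor binding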
# Starred values were filed as active, the others as inactive; x = not tested or not shown. Some of the compounds tested. The share of hits here may be higher or lower than overall.
1. Cc1csc(SCC(=O)Nc2c(C)n(C)n(-c3ccccc3)c2=O)n1
2. C=CCNc1oc(COc2ccc(C)cc2)nc1C#N
3. O=C(Nc1nc2c(Cl)cccc2s1)c1ccc(Br)o1
4. CN(C)S(=O)(=O)c1ccc(C(=O)Nc2ccc(OCC(=O)N3CCOCC3)cc2)cc1
5. CC(C)(C)c1ccc(/C=C2/SC(N3CCCC3)=NC2=O)cc1
6. Cc1cccc(C)c1OCC(=O)N(Cc1cccs1)C1CCS(=O)(=O)C1 (stereo unspecified)
7. COc1ccc(/C=N\N2CCN(Cc3ccccc3Cl)CC2)cc1
8. CN(C)S(=O)(=O)c1cccc(C(=O)C2=C3SC=C(c4ccccc4)N3CC2)c1
Screen / compound no.	1	2	3	4	5	6	7	8
Peg3 prom inh	9	-96	-96	-20	-28	6	1	7
C8 TRAIL sens	-9	-14	4	7	7	8	11	5
CF NFkB inh	-7	-13	-27	7	16	0	-17	-3
Shn3 inh set2	-3	-10	0	-2	10	3	11	20
NR2E3 ag-1	1	1	-1	2	-3	-1	0	-2
HIF-2a block	19	-162	-257	-10	-38	15	8	0
TRPM1 prom inh	-1	-17	0	-12	-13	-3	-14	5
TROY NFkB inh	-6	-30	-22	-74	16	17	13	13
KKLEB cytotox	4	-9	-4	-16	7	-2	17	-18
TWEAK Fn14 block	-11	-19	28	-10	2	10	-14	22
NR2E3 ag-2	1	-21	-30	5	-10	9	13	-17

9. O=C(CSc1nnnn1-c1ccc(F)cc1)c1ccc(O)c(O)c1
10. COCCSc1nnc(NS(=O)(=O)c2ccc(F)cc2)s1
11. O=C1NC(=O)C2(CCCCCCC2)N1
12. O=[N+]([O-])c1ccc(-c2c(-c3ccccc3)ncc3ccc(F)cc23)cc1
13. COc1ccc(/C=N/NC(=O)c2ccc(CN3c4cccc5cccc(c45)S3(=O)=O)cc2)cc1
14. CC(C)(O)C#Cc1ccccc1C(=O)NC(CC(N)=O)C(=O)O (stereo unspecified)
15. Cc1cc(F)cc(-c2cc(C(=O)NCC3CCCCC3)[nH]n2)c1
16. COc1ccc(NC(=S)NC(NC(=O)c2cccc3ccccc23)C(Cl)(Cl)Cl)c([N+](=O)[O-])c1 (stereo unspecified)
Screen / compound no.	9	10	11	12	13	14	15	16
Peg3 prom inh	20	6	8	-49	-8	3	-5	38
C8 TRAIL sens	6	2	-2	8	-7	-2	12	2
CF NFkB inh	-36	-10	10	-36	-10	27	2	17
Shn3 inh set2	-12	4	-7	-26	14	9	6	3
NR2E3 ag-1	5	6	x	3	3	6	x	2
HIF-2a block	13	16	-5	-203	-10	9	-14	19
TRPM1 prom inh	19	-6	-11	-54	-12	9	x	-1
TROY NFkB inh	13	3	-7	-64	-13	-11	9	6
KKLEB cytotox	4	-4	10	-15	9	-14	-16	7
TWEAK Fn14 block	-15	-3	15	-19	17	2	-24	27
NR2E3 ag-2	-2	-21	-19	-28	-15	-26	-4	-8

17. COC(=O)Cc1c(C(=O)OC)nnn1-c1ccc(OC(F)(F)F)cc1
18. CCN(CCCNC(=O)CCC(=O)N1CCOc2ccccc21)Cc1ccccc1
19. CN1C(=C2C(=O)OC(C)(C)OC2=O)Sc2ccccc21
20. Cc1ccc(C(=O)NC(=C(Cl)Cl)S(=O)(=O)c2ccc(C)cc2)cc1
21. Cc1nc(NC(=O)c2cc3c(s2)CCCCC3)sc1C(=O)N(C)C
22. COCCN(C(=O)CSc1n[nH]c(-c2ccccc2)n1)c1c(N)n(CC(C)C)c(=O)[nH]c1=O
23. COCC1CCN(C(=O)c2cc(COc3ccc4ncccc4c3)on2)CC1
24. CC(C)NC(=O)Cn1nnc(-c2ccc(Cl)cc2)n1
Screen / compound no.	17	18	19	20	21	22	23	24
Peg3 prom inh	7	5	-158	18	-264	-4	-8	-10
C8 TRAIL sens	7	2	-8	0	23	13	21	-9
CF NFkB inh	17	37	12	-16	20	-2	-1	-5
Shn3 inh set2	-12	-2	-24	-14	-17	-29	86*	-23
NR2E3 ag-1	0	2	-1	-2	6	-1	4	0
HIF-2a block	1	7	-193	9	-209	6	4	-43
TRPM1 prom inh	-5	x	-45	0	-30	-2	-1	-6
TROY NFkB inh	9	1	-37	-35	-11	-11	29	-22
KKLEB cytotox	3	-9	11	-7	-25	-3	-2	18
TWEAK Fn14 block	-7	-8	-8	54*	-20	-3	47	2
NR2E3 ag-2	-22	1	-107	24	-97	-12	68	-2

25. Cc1ccc2nc(N3CCOCC3)c(C=O)c(=O)n2c1
26. O=C(c1ccc(N2CCCCC2)c([N+](=O)[O-])c1)N1CCN(c2ccccn2)CC1
27. CC(C)C(NS(=O)(=O)c1ccc(Br)s1)C(=O)O (stereo unspecified)
28. O=C(Nc1cccc(F)c1)c1cccnc1
29. CCOc1ccc(N=C2NC(=O)C(CC(=O)Nc3ccc(OC)cc3)S2)cc1 (stereo unspecified)
30. CC(=O)c1ccc(NC(=O)CN2C(=O)CCC2=O)cc1
31. C=CCNc1nc(S(=O)Cc2ccc(C)cc2)nc2c1CCCC2 (stereo unspecified)
32. C[C@@H]1COC(=O)[C@H](CC(=O)OC(C)(C)C)C/C=C\C[C@@H](CC(=O)N(CCO)Cc2ccccc2)C(=O)N1
Screen / compound no.	25	26	27	28	29	30	31	32
Peg3 prom inh	-2	19	11	-12	8	10	17	-4
C8 TRAIL sens	-30	-17	-3	-6	2	-9	-4	0
CF NFkB inh	10	14	9	2	-6	-25	16	-14
Shn3 inh set2	6	x	3	3	-8	4	-4	-15
NR2E3 ag-1	4	2	1	x	2	-3	3	x
HIF-2a block	7	2	4	-6	-6	9	12	-2
TRPM1 prom inh	-7	3	2	3	8	-3	-5	-3
TROY NFkB inh	10	-1	-9	1	4	2	0	-6
KKLEB cytotox	-4	-8	-3	-2	-3	3	4	-3
TWEAK Fn14 block	-7	-6	-6	4	1	1	7	16
NR2E3 ag-2	4	-14	-8	1	-16	-8	-1	12

33. COc1cc(/C=C2\N=C(C)OC2=O)cc(OC)c1OC
34. CC(C)NC(=O)C1(C)CCN1C(=O)C/C=C/c1ccccc1 (stereo unspecified)
35. O=S(=O)(Nc1ccc(-n2cnnn2)cc1)c1ccc(Cl)s1
36. CC(C)CC(=O)NC(=S)Nc1cccc(NC(=O)c2ccccc2Cl)c1
37. O=C(CSc1nc(O)c(Cc2ccccc2)c(=O)[nH]1)Nc1nnc(SCc2ccccc2)s1
38. COc1cc(NC(=O)c2cccnc2SC)cc(OC)c1
39. Cc1ccc(CN2CCc3[nH]c(=O)[nH]c(=O)c3C2)cc1
40. CCOc1ccc(C(C)NC(=O)c2ccc3c(c2)NC(=O)C(C)S3)cc1OCC (stereo unspecified)
Screen / compound no.	33	34	35	36	37	38	39	40
Peg3 prom inh	18	-14	-4	13	12	-2	1	-11
C8 TRAIL sens	-14	-2	4	6	0	4	0	5
CF NFkB inh	9	2	-10	-3	5	-22	-2	14
Shn3 inh set2	-4	0	-12	-17	4	-3	-3	-1
NR2E3 ag-1	0	x	x	-1	3	0	5	1
HIF-2a block	15	9	1	2	-2	5	11	7
TRPM1 prom inh	7	x	8	5	7	2	0	5
TROY NFkB inh	9	3	-1	-7	-25	9	1	22
KKLEB cytotox	4	4	5	-22	17	26	3	1
TWEAK Fn14 block	2	24	31	8	13	5	27	0
NR2E3 ag-2	-6	-21	-29	0	-30	-33	-8	2

# Printed as active in Shn3 inh set2, among the entries above:
no.	compound	Peg3 prom inh	CF NFkB inh	Shn3 inh set2	NR2E3 ag-1	HIF-2a block	TRPM1 prom inh	TWEAK Fn14 block	NR2E3 ag-2
23	COCC1CCN(C(=O)c2cc(COc3ccc4ncccc4c3)on2)CC1	-8	-1	86*	4	4	-1	47	68

# Exported with two lines to a compound: entries from further up.
# Sequence of screens: Peg3 prom inh | C8 TRAIL sens | CF NFkB inh | Shn3 inh set2 | NR2E3 ag-1 | HIF-2a block | TRPM1 prom inh | TROY NFkB inh | KKLEB cytotox | TWEAK Fn14 block | NR2E3 ag-2
34) CC(C)NC(=O)C1(C)CCN1C(=O)C/C=C/c1ccccc1 (stereo unspecified)
 : -14 | -2 | 2 | 0 | x | 9 | x | 3 | 4 | 24 | -21
35) O=S(=O)(Nc1ccc(-n2cnnn2)cc1)c1ccc(Cl)s1
 : -4 | 4 | -10 | -12 | x | 1 | 8 | -1 | 5 | 31 | -29
36) CC(C)CC(=O)NC(=S)Nc1cccc(NC(=O)c2ccccc2Cl)c1
 : 13 | 6 | -3 | -17 | -1 | 2 | 5 | -7 | -22 | 8 | 0
37) O=C(CSc1nc(O)c(Cc2ccccc2)c(=O)[nH]1)Nc1nnc(SCc2ccccc2)s1
 : 12 | 0 | 5 | 4 | 3 | -2 | 7 | -25 | 17 | 13 | -30

# Continued.
41. COC(=O)Nc1ccc2c(c1)OCO2
42. CCOC(=O)c1[nH]cnc1C(=O)Nc1ccc(Cl)cc1
43. COc1cccc(N2CCN(C3CC(=O)N(c4ccc(F)c(Cl)c4)C3=O)CC2)c1 (stereo unspecified)
44. CCOc1ccc(NC(=O)NNC(=O)c2ccc(CC)s2)cc1
45. O=C(Cc1ccc(NC2=NC3CS(=O)(=O)CC3S2)cc1)NCc1ccccc1 (stereo unspecified)
46. COc1ccccc1NS(=O)(=O)c1cc(NC(=O)c2cc[n+]([O-])cc2)ccc1N1CCCC1
47. CC(C)Sc1nc(N2CCOCC2)c2c(c1C#N)CC(C)(C)SC2
48. CCCCC(=O)Nc1ccccc1Oc1ccccc1
49. COc1ccc(NC(=O)Cn2nc(C)c3ccccc3c2=O)cc1
50. CN(CCO)c1ccc(-c2nn(C)c(=O)c3ccccc23)cc1[N+](=O)[O-]
Screen / compound no.	41	42	43	44	45	46	47	48	49	50
Peg3 prom inh	-33	-10	22	4	12	10	34	7	4	28
C8 TRAIL sens	12	-11	-13	1	4	-13	-5	-3	1	-6
CF NFkB inh	3	-17	8	-26	-2	16	7	13	-27	-8
Shn3 inh set2	-9	8	-27	-3	6	-20	13	-1	26	1
NR2E3 ag-1	0	-1	3	-1	4	0	-3	1	-3	7
HIF-2a block	-99	-3	10	12	5	22	15	13	2	10
TRPM1 prom inh	4	-7	0	2	x	-1	-15	5	1	-8
TROY NFkB inh	-4	8	11	-31	4	2	8	-4	6	14
KKLEB cytotox	4	8	-4	1	11	12	-20	-33	18	6
TWEAK Fn14 block	-22	4	6	4	14	-4	-10	0	-5	4
NR2E3 ag-2	-28	-21	-17	-4	-11	21	-21	10	-26	-9
